Efflux pump inh – inhibitors of Candida antifungal efflux pumps expressed in yeast; actives 0.44% (n = 330,000); S. cerevisiae Candida pump triplex, Nile Red efflux; inhibition, % at 10 µM;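 active means plate passing quality check with inhibition over a set limit, or well fluorescence over plate mean plus 4 SD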;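 further: Nile Red retained in pooled yeast measured as flow cytometry median fluorescence; 0% = buffer negative control and 100% = Enniatin B positive control; higher means more Nile Red kept so more efflux inhibition; some compounds called inactive have numbers as strong as hits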
proCasp7 act – counter-screen for procaspase-3 activators: activators of human procaspase-7; P55210; recombinant procaspase-7, Ac-DEVD-pNA absorbance 405 nm; D23A/D198A/D206A triple mutant, cannot self-cleave; scale: DMSO 0, 5 µM enzyme 100; activation, % at 8.5 µM; actives 0.093% (n = 330,000);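 active means percent activation above the screen-wide mean plus 3 SD, cut at about 25% in these data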
Target sequence (P55210 whole entry D23A/D198A/D206A): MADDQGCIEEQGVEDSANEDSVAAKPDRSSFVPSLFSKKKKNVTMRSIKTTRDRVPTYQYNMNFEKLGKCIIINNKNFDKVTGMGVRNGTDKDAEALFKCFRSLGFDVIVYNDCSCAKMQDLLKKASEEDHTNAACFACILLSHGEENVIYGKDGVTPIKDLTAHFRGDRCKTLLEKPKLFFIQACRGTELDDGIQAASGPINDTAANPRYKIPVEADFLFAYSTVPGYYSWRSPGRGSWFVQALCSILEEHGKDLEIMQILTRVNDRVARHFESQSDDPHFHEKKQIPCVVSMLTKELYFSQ
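Test system: Procaspase-7 triple mutant (PC-7 D3A). Also added: Ac-DEVD-pNA substrate, 400 µM as added. Schedule: 1 h enzyme–compound preincubation and 2 h substrate reaction, both 25 °C. Signal: p-Nitroaniline absorbance at 405 nm, read at 0 and 120 min. Control set: low DMSO alone, high DMSO plus 5 µM PC-7.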
core dimer inh – HCV core protein dimerization inhibition | actives 0.33% (n = 300,000) | TR-FRET GST/Flag-core106 dimerization, 1536-well | inhibition, % at 5 µM;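 active means inhibition above the mean of all tested compounds plus 3 SD, set per screening campaign, cut at about 45% in these data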
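Material: GST/Flag-tagged HCV core106 proteins. Incubation: 4 h, 22.5 °C incubation. Read-out basis: inhibition (%) from 671 over 617 nm ratio. Measured by: TR-FRET, excitation 340 nm, emission 617 and 671 nm.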
PP5 primary – blocks human protein phosphatase 5 activity | AID 1987 | purified PP5c, OMFP substrate fluorescence | P53041 | actives 0.18% (n = 320,000) | inhibition, % at 6.7 µM;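 active means inhibition above the campaign's mean inhibition across all tested compounds plus 3 SD, cut at about 9.5% in these data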;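 further: 0% = DMSO only and 100% = 100 µM cantharidin control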
Target sequence (P53041 whole entry, looked up): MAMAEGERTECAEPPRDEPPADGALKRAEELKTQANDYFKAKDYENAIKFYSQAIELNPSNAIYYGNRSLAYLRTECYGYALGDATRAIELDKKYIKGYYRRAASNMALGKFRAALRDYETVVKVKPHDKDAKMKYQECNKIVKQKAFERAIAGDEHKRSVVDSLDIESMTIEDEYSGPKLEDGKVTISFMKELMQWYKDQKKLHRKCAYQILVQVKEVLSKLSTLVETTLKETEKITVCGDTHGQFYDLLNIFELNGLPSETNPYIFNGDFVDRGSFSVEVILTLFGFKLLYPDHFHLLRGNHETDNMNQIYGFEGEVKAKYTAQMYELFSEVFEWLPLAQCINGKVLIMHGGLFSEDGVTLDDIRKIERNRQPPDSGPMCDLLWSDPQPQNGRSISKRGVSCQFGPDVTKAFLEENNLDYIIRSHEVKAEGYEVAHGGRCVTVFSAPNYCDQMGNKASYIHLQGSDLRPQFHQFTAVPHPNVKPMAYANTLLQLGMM
TPT1 inh – C. albicans TPT1 enzyme inhibition | AID 1962 | actives 0.81% (n = 300,000) | recombinant caTPT1, FP RNA substrate dephosphorylation | inhibition, % at 5 µM;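 active means inhibition above the mean of all tested compounds plus 3 SD, set per screening campaign, cut at about 24% in these data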;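 further: plate controls were DMSO alone for no effect and ferristatin control at 100 nM for full effect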
PP1 inh – PP1-alpha (human) inhibition in PP5 counter-screen; actives 0.9% (n = 320,000); AID 2235; inhibition, % at 6.7 µM; purified PP1alpha, OMFP fluorescence;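 active means inhibition above the mean inhibition of all tested compounds plus 3 SD, computed separately for each screening campaign, cut at about 15% in these data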
procasp3 activ – activates human procaspase-3; activation, % at 8.5 µM; recombinant procaspase-3 D3A, Ac-DEVD-pNA absorbance 405 nm; P42574; AID 463141; actives 0.11% (n = 330,000);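 active means activation above the mean of all tested compounds plus 3 SD, cut at about 21% in these data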;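 further: 0% = DMSO alone and 100% = DMSO wells spiked with extra 5 µM PC-3 D3A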
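Evaluation: percent activation relative to control range; Material: Procaspase-3 D3A mutant, all three cleavage aspartates alanine; Compound: single dose, 8.5 µM nominal compound, 0.8% DMSO; Replication: one well per compound; Signal: absorbance at 405 nm, 0 and 120 min; Schedule: 1 h preincubation plus 2 h reaction at 25 °C.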
GASC-1 inh – inhibitors of human GASC-1 (JMJD2C) demethylase; Q9H3R0; GST-JMJD2C(1-420) H3K9me3 demethylation, DELFIA europium; inhibition, % at 2.35 µM; actives 0.069% (n = 330,000);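 active means more than half of a compound's replicate wells show inhibition beyond 50%, single wells judged on their own value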;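 further: signal counts dimethyl H3K9 product captured on neutravidin plate; 0% = median of DMSO wells and 100% = 0.3 times that DMSO median; strong numbers were not always called active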
CTSL1 counter – counter-screen for PFM18AAP inhibitors: inhibitors of F. hepatica cathepsin L1; recombinant F. hepatica cathepsin L1, Z-Leu-Arg-MCA fluorescence; inhibition, % at 5.96 µM; actives 0.49% (n = 300,000); AID 1906;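 active means inhibition above the mean of all tested compounds plus 3 SD, set per screening campaign, cut at about 17% in these data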;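 further: 0% = plate median of test compound wells and 100% = 1 µM Z-Phe-Ala-diazomethylketone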
Active calls of the source: *; i = inactive; nt = not tested or not shown.

The opening twelve compounds (preview)
canonical_smiles	PP5 primary	CTSL1 counter	core dimer inh	proCasp7 act	Efflux pump inh	PP1 inh	procasp3 activ	GASC-1 inh	TPT1 inh
CC(C)c1ccc(NC(=O)C2CCC(CNC(=O)[C@@H]3Cc4ccccc4CN3)CC2)cc1 (some centres not stated)	0.4	-3	-1	1	-0.2	5	3	-11	-2
CC(C)(C)c1nnc(NC(=O)C2CCN(c3ncccn3)CC2)s1	-2.0	1	-3	7	-0.2	-4	-2	-5	-3
CCC(C(=O)O/N=C(\N)c1cccc(C)c1)c1ccccc1 (configuration not stated)	-0.1	1	-2	-2	-0.1	-2	5	-20	2
CN1C(=O)C(C)(C)c2cc(S(=O)(=O)N(C)Cc3ccccc3)ccc21	1.0	-5	10	-3	-0.2	-4	2	-8	-3
CC1CCN(C(=O)c2[nH]cnc2C(=O)Nc2ccc(Cl)cc2)CC1	2.9	nt	nt	3	0.1	-1	3	1	nt
CCN(Cc1ccccc1)C(=O)CN1C(=O)c2ccccc2S1(=O)=O	-1.8	-4	-3	10	-0.2	-4	-10	7	0
COCCn1c(N)c(N(Cc2ccccc2)C(=O)c2ccc(-c3ccc(Cl)cc3)o2)c(=O)[nH]c1=O	1.0	-2	-12	-7	-0.1	2	0	-24	-2
COc1ccccc1C(=O)Nc1ccccc1SC(=O)c1ccccc1OC	3.0	-3	-7	-15	0.0	4	1	-8	2
CC(NC(=O)CCCc1c[nH]c2ccccc12)c1ccc(F)cc1 (configuration not stated)	-4.8	7	-11	4	-0.2	-1	-4	i	0
CN=C(Nc1ccc(C)c(C)c1)SC1CC(=O)N(c2ccc(OC)cc2)C1=O (configuration not stated)	4.2	4	4	9	-0.1	1	4	-1	1
O=[N+]([O-])c1ccc(S(=O)(=O)NCCCc2ccccc2)cc1	-1.1	3	3	1	-0.1	0	-6	-2	-2
Cc1cc(=O)[nH]c2c1c(C)nn2C(C)(C)C	-1.7	-1	-1	0	0.1	-2	-7	0	3

All compounds of this part, from the start:
canonical_smiles	PP5 primary	CTSL1 counter	core dimer inh	proCasp7 act	Efflux pump inh	PP1 inh	procasp3 activ	GASC-1 inh	TPT1 inh
CC(C)c1ccc(NC(=O)C2CCC(CNC(=O)[C@@H]3Cc4ccccc4CN3)CC2)cc1 (some centres not stated)	0.4	-3	-1	1	-0.2	5	3	-11	-2
CC(C)(C)c1nnc(NC(=O)C2CCN(c3ncccn3)CC2)s1	-2.0	1	-3	7	-0.2	-4	-2	-5	-3
CCC(C(=O)O/N=C(\N)c1cccc(C)c1)c1ccccc1 (configuration not stated)	-0.1	1	-2	-2	-0.1	-2	5	-20	2
CN1C(=O)C(C)(C)c2cc(S(=O)(=O)N(C)Cc3ccccc3)ccc21	1.0	-5	10	-3	-0.2	-4	2	-8	-3
CC1CCN(C(=O)c2[nH]cnc2C(=O)Nc2ccc(Cl)cc2)CC1	2.9	nt	nt	3	0.1	-1	3	1	nt
CCN(Cc1ccccc1)C(=O)CN1C(=O)c2ccccc2S1(=O)=O	-1.8	-4	-3	10	-0.2	-4	-10	7	0
COCCn1c(N)c(N(Cc2ccccc2)C(=O)c2ccc(-c3ccc(Cl)cc3)o2)c(=O)[nH]c1=O	1.0	-2	-12	-7	-0.1	2	0	-24	-2
COc1ccccc1C(=O)Nc1ccccc1SC(=O)c1ccccc1OC	3.0	-3	-7	-15	0.0	4	1	-8	2
CC(NC(=O)CCCc1c[nH]c2ccccc12)c1ccc(F)cc1 (configuration not stated)	-4.8	7	-11	4	-0.2	-1	-4	i	0
CN=C(Nc1ccc(C)c(C)c1)SC1CC(=O)N(c2ccc(OC)cc2)C1=O (configuration not stated)	4.2	4	4	9	-0.1	1	4	-1	1
O=[N+]([O-])c1ccc(S(=O)(=O)NCCCc2ccccc2)cc1	-1.1	3	3	1	-0.1	0	-6	-2	-2
Cc1cc(=O)[nH]c2c1c(C)nn2C(C)(C)C	-1.7	-1	-1	0	0.1	-2	-7	0	3
O=C(c1ccccc1)c1c[nH]c2cc3c(cc2c1=O)OCCO3	1.0	6	2	15	-0.1	-1	0	6	0
COc1cccc(NC(=O)CCN2C(=O)c3ccccc3S2(=O)=O)c1	-0.2	-1	0	2	0.1	-3	2	0	1
O=C(COc1cc(O)c2c(=O)cc(-c3ccccc3)oc2c1)c1ccc(F)cc1	1.4	0	0	-4	0.1	4	2	5	-3
CC(NC(=O)CSc1nnc(-c2cccnc2)n1N)c1ccccc1 (configuration not stated)	1.2	-7	0	12	0.2	-4	5	-9	1
CCOc1ccc2c3c(c(=O)oc2c1OCC)CCCC3	1.2	7	5	2	0.0	-2	5	10	1
O=C(CSc1ncnc2scc(-c3ccccc3)c12)N1CCN(Cc2ccc3c(c2)OCO3)CC1	-0.6	3	-40	-7	0.1	11	0	1	41*
Oc1ccc2ccccc2c1C=NCc1ccccc1	7.0	3	3	-8	0.2	2	-3	1	-1
CCN(Cc1ccccc1)S(=O)(=O)c1cc2[nH]c(=O)c(=O)[nH]c2cc1C	-0.6	5	5	-4	-0.1	-3	8	-24	-3
COCCN1C(=NCCCOC(C)C)N[C@@H](c2ccccc2)C(C(=O)OC)=C1C	-1.4	-3	7	-4	0.1	-5	3	-4	-3
CC1=CC(=NOC(=O)/C=C/c2ccccc2)C=C(C)C1=O	3.0	-38	3	-8	0.0	-6	-12	3	-3
CN(Cc1cccs1)C(=O)COc1cccc(-n2cnnn2)c1	3.5	-5	-1	11	0.5	-5	5	-5	-1
CCN1CCN(c2cc3c(cc2F)c(=O)c(S(=O)(=O)c2ccccc2)cn3C)CC1	1.7	2	-5	11	-0.1	-1	4	9	-2
O=C1Nc2ccccc2C12Nc1ccccc1-c1nc3ccccc3n12 (configuration not stated)	0.7	2	-4	-2	0.0	2	3	-2	-2
CC1(C)CN2C(=S)N(c3ccccc3)C(c3ccccc3)N2C1 (configuration not stated)	3.5	-4	-9	-3	0.1	-4	1	-6	-4
COc1cccc(/C=C(\C#N)C(=O)NC2CCS(=O)(=O)C2)c1 (configuration not stated)	-2.8	3	-6	-12	0.1	0	-5	21	-4
Cc1nn(-c2ccccc2)nc1CNC(=O)c1ncoc1-c1ccccc1	3.4	-2	-3	7	0.1	-3	0	7	0
O=C1c2ccccc2C(Nc2ccc(S(=O)(=O)N3CCOCC3)cc2)N1Cc1ccco1 (configuration not stated)	1.7	-3	0	4	0.0	3	12	-10	2
O=C(Nc1ccc2c(c1)OCCO2)C(=O)NC1CC1	2.6	-1	0	3	0.0	-4	1	-3	-2

New compounds follow
canonical_smiles	PP5 primary	CTSL1 counter	core dimer inh	proCasp7 act	Efflux pump inh	PP1 inh	procasp3 activ	GASC-1 inh	TPT1 inh
Cc1ccc(NC(=O)CSc2sc3c(O)cc(=O)[nH]c3c2C#N)cc1C	0.2	-3	3	4	-0.5	7	5	18	-1
CC(=O)N(C)c1ccc(NC(=S)Nc2ccccc2)cc1	-2.8	1	-12	-7	-0.2	-5	0	2	-2
S=c1[nH]nc(-c2ccccc2)n1C1C=CCCC1 (configuration not stated)	2.0	5	-5	-20	0.2	1	-13	18	4
Clc1ccc2c(N/N=C/c3cccnc3)ccnc2c1	3.7	8	-4	-18	0.0	2	-8	7	-2
COc1ccc(C(=O)C2CCCN(C(=O)c3ccnn3C)C2)cc1OC (configuration not stated)	1.0	-2	-9	6	0.3	-1	8	-21	-1
COc1ccc(C2CC(=O)C(C3NCCc4ccccc43)=C(O)C2n2cncn2)cc1 (configuration not stated)	-2.9	-2	-1	6	0.0	-1	8	11	-1
Cc1ccccc1NC(=O)CN(c1ccc(F)cc1)S(C)(=O)=O	-0.7	-2	0	8	0.0	-5	1	-5	3
CCOC(=O)N1CCN(C(=O)CN2C(=O)COc3ccc(C(C)(C)C)cc32)CC1	1.7	-3	0	-1	0.1	-1	3	1	0
COc1ccc2c(C)cc(=O)[nH]c2c1	-0.2	4	-1	-3	0.0	-4	1	-3	-6
COc1ccc(CN2CCN(C)CC2)cc1OCc1ccccc1	2.2	-3	-5	0	0.0	-4	9	-41	-5
COc1ccc(C2c3ccc(O)cc3Oc3ncn4nc(-c5cccnc5)nc4c32)cc1OC (configuration not stated)	2.8	-1	11	-3	0.1	0	6	13	8
Cc1cc(C)n2c(SCc3ccc(Br)cc3)nnc2n1	1.2	0	3	2	0.1	-2	5	2	-5
O=C1c2ccccc2S(=O)(=O)c2cc(C(=O)N3CCC(O)CC3)ccc21	-0.4	-1	0	-8	-0.1	2	14	-6	1
Cn1c(=O)oc2cc(S(=O)(=O)Nc3ccccc3)ccc21	4.3	-1	2	10	-0.1	-6	0	11	0
NNc1nc2c(F)cc(F)cc2s1	3.9	-3	-8	2	-0.1	1	1	1	0
COC(=O)c1ccccc1NC(=S)NC(=O)c1ccccc1C	-2.5	1	1	-23	0.1	0	-9	-14	-2
COC(=O)COc1cccc2c(=O)n(CC(=O)N3CCCCC3)ccc12	-0.8	1	-5	1	-0.1	-3	6	-4	-1
CC(C)c1ccc(OCC(=O)NC(C)c2ccccc2)cc1 (configuration not stated)	4.8	2	0	1	0.1	1	-1	-6	1
O=C(Nc1cccc(S(=O)(=O)NC2=NCCC2)c1)c1cc(-c2ccco2)nc2ccccc12	1.0	2	76*	2	0.0	26*	-3	4	11
CCOC(=O)C1CCN(CC(O)COCc2ccccc2)CC1 (configuration not stated)	-0.4	1	-2	-6	0.4	-2	-2	-24	0
Cn1cc(CN2C[C@]3(C)C[C@H]2CC(C)(C)C3)c(-c2ccc3c(c2)OCCO3)n1	0.9	1	-2	5	0.1	-2	-2	2	-1
COc1cc(/C=c2\sc3n(c2=O)C(c2ccccc2)C(c2ccccc2)=NN=3)ccc1O (configuration not stated)	-1.3	3	8	-15	-0.1	-3	-12	-2	35*
Cc1ccc(NC(=O)c2cc(-c3ccc(F)cc3)on2)cc1C	0.8	0	-1	9	-0.1	0	1	13	6
CN(C)c1ccc(C(=O)/C=C/c2ccc(Br)cc2)cc1	0.6	1	1	-10	-0.1	2	2	-1	4
Nc1ccc(-c2nc3ccc(-c4nc5ccccc5o4)cc3[nH]2)cc1	3.3	4	-4	4	0.1	-5	-8	-2	3
CC(=O)c1c(C)[nH]c(C(=O)Nc2nc(-c3ccc(-c4ccccc4)cc3)cs2)c1C	4.3	1	31	2	-0.1	-3	2	14	2

Assay outcomes as filed in PubChem.
